PTAP TSG101 blk: qHTS Assay for Iinhibitors of HIV-1 Budding by Blocking the Interaction of PTAP/TSG101 | 340,000 tested, under 10 active | Tumor susceptibility gene 101 protein (Homo sapiens), Q99816 | AID 493005, 2010 | Potency, µM (top dose mostly 115 µM), inactives show at the highest dose activity change, negative = inhibition, usual class: inhibitors | Fluorescence polarization, FITC-PTAP peptide / Tsg101 binding; active = well fitted inhibition curve with a large enough effect in the main read-out, with a control signal flat, not every such curve was filed as active; inconclusive = small, poorly fitted or top-dose-only effect, or effect the other way, or a change in a side signal; inactive = no such curve, though single readings can be large or run the other way; note: potency is the fitted concentration of half-maximal effect; % of control where 0% means no effect
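Fluorescence anisotropy tracks displacement of a FITC-tagged PTAP peptide (50 nM) from the Tsg101 binding domain (10 uM), following a 20 min room-temperature incubation at pH 7.5.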
B2AR arrestin: qHTS assay of beta-arrestin-biased ligands of beta2-adrenergic receptor; Beta-2 adrenergic receptor (Homo sapiens), P07550; beta-arrestin recruitment to beta2AR, cell-based reporter; Potency, µM (doses to about 46.1 µM), inactives show at the top dose activation, most hits filed as activators; 0.02% of 330,000 active;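 note: potency is the fitted concentration of half-maximal effect; 0% = DMSO controls and full agonism = EC100 isoproterenol or metaproterenol; nearly all actives have a fitted effect of over 65% in size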
Eya2 phos inh: qHTS Assay for Inhibitors of the Phosphatase Activity of Eya2 | Protein phosphatase EYA2 (Homo sapiens), O00167 | recombinant Eya2, OMFP fluorescence dephosphorylation (OMFP is methylfluorescein phosphate) | Potency, µM (highest dose often 76.9 µM), for inactives: at the top dose activity, negative = inhibition, usual class: inhibitors | 0.006% of 330,000 active | AID 488837, 2010; note: potency is the fitted concentration of half-maximal effect; % is set by controls: 0 for no effect and ±100 for the full control effect
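Eya2 protein (added as 0.2 uM solution) was preincubated with compound for 10 min at ambient temperature in 50 mM HEPES pH 7.5, 50 mM NaCl, 5 uM MgCl2, 0.05% BSA, 1 mM DTT. OMFP (added at 50 uM) then reacted 10 min; fluorescence read at 485/525 nm.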
TRPV1 ag: HTS Assay for Compounds that Act as Agonists of the Vanilloid Receptor 1; TRPV1-expressing cells, Fluo-8 calcium influx, agonist mode; activation, % at 8.33 µM; 0.19% of 320,000 active; in the data active = activation above about 80%; inconclusive = between about 30% and that limit; note: 0% is about no effect
Target sequence (Q8NER1 whole entry, looked up): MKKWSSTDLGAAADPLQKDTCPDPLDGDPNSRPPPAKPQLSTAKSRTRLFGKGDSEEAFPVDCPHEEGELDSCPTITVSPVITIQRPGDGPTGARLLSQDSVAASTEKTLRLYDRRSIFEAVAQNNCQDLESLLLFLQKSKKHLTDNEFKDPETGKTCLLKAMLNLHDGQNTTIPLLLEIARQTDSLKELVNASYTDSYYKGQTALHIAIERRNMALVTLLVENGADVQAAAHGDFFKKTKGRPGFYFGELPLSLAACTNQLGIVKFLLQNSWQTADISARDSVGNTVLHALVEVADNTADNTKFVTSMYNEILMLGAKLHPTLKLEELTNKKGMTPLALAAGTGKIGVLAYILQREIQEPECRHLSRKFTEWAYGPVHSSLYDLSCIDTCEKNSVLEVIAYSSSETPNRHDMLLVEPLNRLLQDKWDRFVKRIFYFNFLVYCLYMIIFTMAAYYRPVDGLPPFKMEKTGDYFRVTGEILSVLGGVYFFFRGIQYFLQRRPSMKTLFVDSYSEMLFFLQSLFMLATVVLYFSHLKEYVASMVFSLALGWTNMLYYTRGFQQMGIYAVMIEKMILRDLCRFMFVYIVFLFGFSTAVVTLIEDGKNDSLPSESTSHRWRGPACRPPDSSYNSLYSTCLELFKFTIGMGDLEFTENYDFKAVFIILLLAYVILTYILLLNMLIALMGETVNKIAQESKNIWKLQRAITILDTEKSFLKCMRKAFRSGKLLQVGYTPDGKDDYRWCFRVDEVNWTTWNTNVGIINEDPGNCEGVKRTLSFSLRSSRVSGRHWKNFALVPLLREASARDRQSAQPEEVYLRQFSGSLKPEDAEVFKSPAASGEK
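Fluo-8 calcium influx in TRPV1-expressing cells, kinetic read (ex 480/em 520 nm). Compound added and read 3 min for agonist activity, followed by capsaicin at EC20 final and 2 min further read for enhancement.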
ELG1 genotox: qHTS screen for small molecules that induce genotoxicity in human embryonic kidney (HEK293T) cells expressing luciferase-tagged ELG1; 1.3% of 330,000 active; AID 504466, 2011; Potency, µM (top dose mostly 46 µM), inactives show at the top dose activity change, positive = activation, most hits filed as activators; HEK293T ELG1-luciferase reporter, luminescence, 16 h; note: potency is the fitted concentration of half-maximal effect; % of control where 0% means no effect; nearly all actives have a fitted effect of over 60% in size
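Step 1: seed 2,000 HEK293T ELG1-luciferase cells per well. Step 2: add compound or DMSO, incubate 16 hr at 37 °C. Step 3: ONE-Glo, 30 min at room temperature, read luminescence.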
p53 reactivation: qHTS assay for re-activators of p53 using a Luc reporter; 0.063% of 320,000 active; AID 504706, 2011; H1299 p53-A138V BP100-luciferase reporter, luminescence, 24 h; Potency, µM (top dose mostly 92.2 µM), for the others: top-dose activity change, positive = activation, hits mostly activators; note: potency is the fitted concentration of half-maximal effect; % of control where 0% means no effect; nearly all actives have a fitted effect of over 45% in size
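p53-null H1299 cells stably carrying temperature-sensitive p53-A138V and a BP100-luciferase reporter were pinned with compounds (4-point, 1:5 series) and held 24 hrs at 37 deg C. Luminescence was read 10 min after detection reagent.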
a7 integrin act: qHTS for Activators of Integrin-Mediated Alleviation for Muscular Dystrophy. alpha7betagal myoblasts, beta-gal FDG fluorescence, 48 h. Potency, µM (titrated, usually from 38.3 µM), for the others: top-dose activation, most hits filed as activators. 0.064% of 350,000 active. AID 624291, 2012;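 note: potency is the fitted concentration of half-maximal effect; 100% = response of the positive control SU9516; nearly all actives have a fitted effect of over 60% in size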
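Alpha7betagal+/- myoblasts (passage 13) were plated 16-24 hr, then exposed to compounds (1:260 dilution of DMSO stock) for 48 hours at 37C. After MPER lysis, β-galactosidase reporter activity was read as FDG fluorescence (ex 480/em 540) after 30 minutes.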
USP2a inh: qHTS Assay for Inhibitors of Ubiquitin-specific Protease USP2a Using CHOP2 as the Reporter; Potency, µM (doses to about 38.3 µM), without a hit: at the top dose activity change, negative = inhibition, hits mostly inhibitors; USP2 core, Ub-CHOP2 coupled fluorogenic reporter, 485/531; Ubiquitin carboxyl-terminal hydrolase 2 (Homo sapiens), O75604; 0.01% of 330,000 active; AID 463254, 2010;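 note: potency is the fitted concentration of half-maximal effect; plate controls were DMSO wells for no effect and full inhibition by NEM control for full effect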
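Deubiquitinase activity read as fluorescence (485/531 nm) after Ub-CHOP2 cleavage activates the enterokinase reporter on its substrate; USP2 core 10nM, Ub-CHOP2 and substrate 25nM each, 30min compound preincubation then 60min RT; data normalized to NEM, curves fitted.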
uPA surface inh: qHTS for Inhibitors of Cell Surface uPA Generation | Potency, µM (titrated, usually from 38.3 µM), for the others: top-dose activity change, negative = inhibition, hits mostly inhibitors | cell surface uPA generation assay, qHTS | 0.31% of 330,000 active; active = well fitted inhibition curve with a large enough effect; inconclusive = small, poorly fitted or top-dose-only effect; inactive = no such curve, though single readings can be large or run the other way; tested in mouse RAW 264.7 cells; note: potency is the fitted concentration of half-maximal effect; % is set by controls: 0 for no effect and ±100 for the full control effect; nearly all actives have a fitted effect of over 55% in size
S-ASM inh: Inhibitors of Secretory Acid Sphingomyelinase (S-ASM): qHTS. Sphingomyelin phosphodiesterase (Homo sapiens), P17405. placental ASM, HMU-PC fluorogenic substrate, 60 min. Potency, µM (doses to about 57.5 µM), inactives show at the top dose activity change, negative = inhibition, usual class: inhibitors. 0.006% of 340,000 active; note: potency is the fitted concentration of half-maximal effect
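Fluorogenic HMU-PC substrate (9 uM final) is turned over by placental ASM in 60 min at 37 C after a 10 min compound preincubation. Reaction ended by alkaline stop (pH 10), with fluorescence read at 386/447 nm.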
BRCA1 expr act: qHTS Assay to Identify Small Molecule Activators of BRCA1 Expression | 1.1% of 380,000 active | AID 624202, 2012 | Potency, µM (series often up to 46.1 µM), without a hit: at the top dose activation, actives largely listed as activators | MCF7-BRCA1-FFLuc reporter, luminescence, 48 h; response scale: scaled: vehicle 0%, 10 µM genistein 100%; note: potency is the fitted concentration of half-maximal effect; nearly all actives have a fitted effect of over 80% in size; some results filed as inactive show a strong effect at the top dose
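First, MCF7-BRCA1-FFLuc cells (2000/well) attach for 2 h; next, compounds are pin-added and incubated 48 h at 37 °C; finally, luciferase reagent is added and luminescence read after 15 min.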
The depositor's hits bear a star; [ ] = another dose, or the depositor's remark. Unless noted, calls come from the whole dose curve; as a rule, active = well fitted curve in the direction sought with a large enough effect; inconclusive = small, poorly fitted or top-dose-only effect, or another doubt; inactive = no such curve, though single readings can be large; an effect the other way counts as inactive or inconclusive.

Results for CC(=O)Nc1cccc(/C(C)=N/NC(=O)c2c(-c3ccccc3Cl)noc2C)c1 ?
PTAP TSG101 blk: -4%; B2AR arrestin: -0.5%; Eya2 phos inh: -1%; TRPV1 ag: -1; ELG1 genotox: -6%; p53 reactivation: -2%; a7 integrin act: 9%; USP2a inh: 5%; uPA surface inh: -8%; S-ASM inh: -3%; BRCA1 expr act: -35%

How did O=C(O)c1cc(Cl)c(Cl)cc1C(=O)N1CCOCC1 do in these assays?
PTAP TSG101 blk: -4%; B2AR arrestin: -0.3%; Eya2 phos inh: 30%; TRPV1 ag: -5; ELG1 genotox: 1%; p53 reactivation: -2%; a7 integrin act: 30%; USP2a inh: 0%; uPA surface inh: 10%; S-ASM inh: 1%; BRCA1 expr act: 11%

What do the screens show for `O=c1[nH]cnc2sc3c(c12)CCCC3`?
PTAP TSG101 blk: -3%; B2AR arrestin: -0.1%; Eya2 phos inh: -5%; TRPV1 ag: -9; ELG1 genotox: -19%; p53 reactivation: -10%; a7 integrin act: -27%[7.66 µM]; USP2a inh: 2%; uPA surface inh: -2%; S-ASM inh: 3%; BRCA1 expr act: -2%

What do the screens show for `Cc1ccc(-n2c(Cl)c(Cl)[nH]c(=O)c2=O)cc1`?
PTAP TSG101 blk: -5%; B2AR arrestin: -0.8%; Eya2 phos inh: 3%; TRPV1 ag: 6; ELG1 genotox: 0%; p53 reactivation: -3%; a7 integrin act: 8%; USP2a inh: 2%; uPA surface inh: 1%; S-ASM inh: 8%; BRCA1 expr act: -15%

What do the screens show for `Cc1cccc(OCCNC(=O)CCc2ccccc2)c1`?
PTAP TSG101 blk: 0%; a7 integrin act: -20%; uPA surface inh: 4%; S-ASM inh: -7%; BRCA1 expr act: -7%

How did O=C(CN1C(=O)S/C(=C\C=C\c2ccccc2)C1=O)Nc1ccccc1C(=O)O do in these assays?
PTAP TSG101 blk: -4%; B2AR arrestin: -0.4%; Eya2 phos inh: 12%; TRPV1 ag: -3; ELG1 genotox: 3%; p53 reactivation: 3%; a7 integrin act: -6%; USP2a inh: -2%; uPA surface inh: -16%; S-ASM inh: -8%; BRCA1 expr act: 1%

What do the screens show for `Cn1c(=O)c(C(N)=S)cn(-c2ccccc2)c1=O`?
PTAP TSG101 blk: 2%; B2AR arrestin: 0.2%; Eya2 phos inh: 19%; TRPV1 ag: -4; ELG1 genotox: -1%; p53 reactivation: 2%; a7 integrin act: -20%; USP2a inh: 3%; uPA surface inh: 5%; S-ASM inh: 2%; BRCA1 expr act: 0%

How did Cc1nnc(SCC(=O)Nc2ccc(N(C)C)cc2)n(N)c1=O do in these assays?
PTAP TSG101 blk: -1%; B2AR arrestin: 0.1%; Eya2 phos inh: -26%; TRPV1 ag: 1; ELG1 genotox: 0%; p53 reactivation: 2%; a7 integrin act: 20%; USP2a inh: 1%; uPA surface inh: -1%; S-ASM inh: -3%; BRCA1 expr act: -10%

What do the screens show for `CC(c1ccccc1)N1CC(C(=O)N2CCCC(C(N)=O)C2)CC1=O` (configuration not stated)?
PTAP TSG101 blk: -1%; B2AR arrestin: -0.2%; Eya2 phos inh: 17%; TRPV1 ag: 2; ELG1 genotox: 1%; p53 reactivation: 4%; a7 integrin act: 14%; USP2a inh: 1%; uPA surface inh: 3%; S-ASM inh: 26%; BRCA1 expr act: 2%

Results for COc1ccc(-n2c(C)cc(/C=C(\C#N)C(=O)NCc3ccco3)c2C)cc1 ?
PTAP TSG101 blk: -1%; B2AR arrestin: -0.4%; Eya2 phos inh: -13%; TRPV1 ag: -10; ELG1 genotox: 0%; p53 reactivation: 2%; a7 integrin act: 7%; USP2a inh: 12%; uPA surface inh: 5%; S-ASM inh: -1%; BRCA1 expr act: 3%

What do the screens show for `Cc1ccc(-c2nnc(N(C)C(=O)c3ccccn3)s2)cn1`?
PTAP TSG101 blk: -8%; B2AR arrestin: 0.1%; Eya2 phos inh: 6%; TRPV1 ag: -3; ELG1 genotox: inconclusive; p53 reactivation: inconclusive; a7 integrin act: 29%; USP2a inh: -2%; uPA surface inh: -9%; S-ASM inh: 2%; BRCA1 expr act: 60%

Results for CC(NC(=O)/C(C#N)=C/c1ccc(C(=O)O)cc1)c1ccccc1 (configuration not stated) ?
PTAP TSG101 blk: -5%; B2AR arrestin: 0.1%; Eya2 phos inh: 8%; TRPV1 ag: -5; ELG1 genotox: -3%; p53 reactivation: 1%; a7 integrin act: 7%; USP2a inh: 1%; uPA surface inh: -3%; S-ASM inh: 1%; BRCA1 expr act: 3%

What do the screens show for `N#CC(C#N)=C1NC2(CCCCC2)Cc2ccccc21`?
PTAP TSG101 blk: -7%; B2AR arrestin: -0.7%; Eya2 phos inh: -7%; TRPV1 ag: 15; ELG1 genotox: 0%; p53 reactivation: 1%; a7 integrin act: inconclusive; USP2a inh: 2%; uPA surface inh: -9%; S-ASM inh: -2%; BRCA1 expr act: -3%

What do the screens show for `CCOC(=O)c1ccc(NC(=O)CSc2nnc(Cc3cccs3)n2C)cc1`?
PTAP TSG101 blk: 1%; B2AR arrestin: -1.6%; Eya2 phos inh: 7%; TRPV1 ag: -1; ELG1 genotox: -3%; p53 reactivation: -11%; a7 integrin act: -16%; USP2a inh: 3%; uPA surface inh: 0%; S-ASM inh: 0%; BRCA1 expr act: -24%

Results for O=C(CCNC(=O)C1CCN(S(=O)(=O)c2ccccc2)CC1)NC1CC1 ?
PTAP TSG101 blk: 1%; B2AR arrestin: 0.1%; Eya2 phos inh: 10%; TRPV1 ag: 4; ELG1 genotox: 2%; p53 reactivation: 1%; a7 integrin act: -8%; USP2a inh: -4%; uPA surface inh: 2%; S-ASM inh: -4%; BRCA1 expr act: 3%

How did Cn1nnnc1SCC(=O)c1ccc(Br)s1 do in these assays?
PTAP TSG101 blk: -6%; B2AR arrestin: -0.1%; Eya2 phos inh: -13%; TRPV1 ag: 16; ELG1 genotox: 6%; p53 reactivation: inconclusive; a7 integrin act: -2%; USP2a inh: 1%; uPA surface inh: -3%; S-ASM inh: 0%; BRCA1 expr act: 4%

What do the screens show for `CC(C)[C@H](NC(=O)N1c2ccccc2NC(=O)[C@@H]1C(C)C)C(=O)N[C@H](C(=O)O)c1ccccc1`?
PTAP TSG101 blk: -1%; B2AR arrestin: -0.5%; Eya2 phos inh: 9%; TRPV1 ag: -3; ELG1 genotox: 0%; a7 integrin act: 5%; USP2a inh: 2%; uPA surface inh: -1%; S-ASM inh: -1%; BRCA1 expr act: 28%

What do the screens show for `O=C(Nc1ccccc1-c1nc2ccccc2s1)c1cccnc1`?
PTAP TSG101 blk: -11%; B2AR arrestin: 0.4%; Eya2 phos inh: 4%; TRPV1 ag: 24; ELG1 genotox: -2%; p53 reactivation: 9%; a7 integrin act: inconclusive; USP2a inh: -1%; uPA surface inh: -7%; S-ASM inh: 21%; BRCA1 expr act: -4%

What do the screens show for `CC(CCc1ccccc1)NC(=O)CN(C)Cc1ccc(F)cc1` (configuration not stated)?
PTAP TSG101 blk: -1%; B2AR arrestin: -0.4%; Eya2 phos inh: 4%; TRPV1 ag: inconclusive; ELG1 genotox: -4%; p53 reactivation: -1%; a7 integrin act: -28%; USP2a inh: -1%; uPA surface inh: -1%; S-ASM inh: -1%; BRCA1 expr act: -18%

How did CC1CCC(NC(=O)Cn2c(=O)oc3ccccc32)CC1 (configuration not stated) do in these assays?
PTAP TSG101 blk: 0%; B2AR arrestin: -0.2%; Eya2 phos inh: -1%; TRPV1 ag: 17; ELG1 genotox: 6%; p53 reactivation: -3%; a7 integrin act: 0%; USP2a inh: 1%; uPA surface inh: -1%; S-ASM inh: 0%; BRCA1 expr act: 50%

Results for O=C1OCCC1Sc1nc2ccccc2n1Cc1ccccc1 (configuration not stated) ?
PTAP TSG101 blk: 0%; B2AR arrestin: -0.2%; Eya2 phos inh: -34%; TRPV1 ag: -15; ELG1 genotox: 1%; p53 reactivation: 1%; a7 integrin act: -9%; USP2a inh: 0%; uPA surface inh: 3%; S-ASM inh: 1%; BRCA1 expr act: 2%

High-throughput results (PubChem BioAssay)
